# AmpC no deterg – qHTS Inhibitors of AmpC Beta-Lactamase (assay without detergent); P00811; AmpC nitrocefin hydrolysis, absorbance 480 nm, 0.0001% Triton; Potency, µM (highest dose often 57.1 µM), inactives show at the highest dose activity change, negative = inhibition, actives largely listed as inhibitors; 330,000 compounds, 0.52% hits; AID 485341, 2010;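 further: potency means the concentration at half of the fitted maximal effect; plate controls were no compound for no effect and no enzyme for full effect; nearly all actives have a fitted effect of over 20% in size; some results filed as inactive show a strong effect at the top dose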
# Target sequence (P00811 whole entry, looked up): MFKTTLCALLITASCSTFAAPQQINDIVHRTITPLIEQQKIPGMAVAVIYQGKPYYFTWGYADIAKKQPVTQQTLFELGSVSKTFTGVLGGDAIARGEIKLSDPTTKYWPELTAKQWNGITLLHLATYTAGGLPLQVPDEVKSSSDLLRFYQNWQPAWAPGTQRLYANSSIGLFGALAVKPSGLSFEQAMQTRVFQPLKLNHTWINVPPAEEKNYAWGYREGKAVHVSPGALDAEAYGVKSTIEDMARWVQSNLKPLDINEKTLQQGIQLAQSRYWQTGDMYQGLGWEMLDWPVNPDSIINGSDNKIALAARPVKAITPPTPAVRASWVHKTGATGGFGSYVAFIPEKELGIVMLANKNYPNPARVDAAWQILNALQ
#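 AmpC (5.3 nM in the dispensed reagent) in 20 mM phosphate pH 7.0 with 0.01% (detergent screen) or 0.0001% Triton X-100 was preincubated with compounds for 15 min at room temperature. Nitrocefin was then added from an 800 uM solution, and hydrolysis was followed at 480 nm.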
# TbPYK inhibitor – qHTS of Trypanosoma Brucei Inhibitors. pyruvate kinase (Trypanosoma brucei), Q57TT1. TbPYK enzyme, Kinase-Glo Plus ATP luminescence, 45 min. Potency, µM (doses to about 76.8 µM), without a hit: at the top dose activity, negative = inhibition, most hits filed as inhibitors. 410,000 compounds, 0.12% hits; further: potency means the concentration at half of the fitted maximal effect; nearly all actives have a fitted effect of over 50% in size
#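 Enzyme and substrate buffer are dispensed first and compound is pin-transferred. ADP at 130 uM final then starts the reaction, which runs 45 min at room temperature. Detection reagent is added for 10 min before luminescence is imaged.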
# LmPK inhibitor – qHTS Assay for Inhibitors of Leishmania Mexicana Pyruvate Kinase (LmPK); Potency, µM (titrated, usually from 57.5 µM), for the others: top-dose activity change, negative = inhibition, hits mostly inhibitors; 290,000 compounds, 0.37% hits; purified LmPK, Kinase-Glo ATP luminescence, 1 h; further: potency means the concentration at half of the fitted maximal effect
# Target sequence (Q27686 whole entry, looked up): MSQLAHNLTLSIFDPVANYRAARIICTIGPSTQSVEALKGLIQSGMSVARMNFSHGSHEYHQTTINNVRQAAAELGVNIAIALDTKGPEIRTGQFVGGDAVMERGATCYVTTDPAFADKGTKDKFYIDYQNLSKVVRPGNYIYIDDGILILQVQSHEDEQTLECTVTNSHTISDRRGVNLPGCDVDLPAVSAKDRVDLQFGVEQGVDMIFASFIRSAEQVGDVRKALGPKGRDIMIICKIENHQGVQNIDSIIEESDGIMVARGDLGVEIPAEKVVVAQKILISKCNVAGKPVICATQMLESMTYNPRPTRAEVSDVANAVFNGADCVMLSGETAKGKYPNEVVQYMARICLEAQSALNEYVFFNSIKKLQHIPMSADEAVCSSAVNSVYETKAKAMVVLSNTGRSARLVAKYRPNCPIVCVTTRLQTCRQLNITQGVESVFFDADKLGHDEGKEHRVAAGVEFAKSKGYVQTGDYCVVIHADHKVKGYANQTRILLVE
#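 Kinase-Glo luminescence read after 1 h RT reaction of 0.1 nM LmPK with 0.5 mM PEP and 0.1 mM ADP. Activity scaled between uninhibited and enzyme-free controls.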
# AMA1 RON2 block – qHTS for Inhibitors of AMA1-RON; Towards Development of Antimalarial Drug Lead: Primary Screen; 360,000 compounds, 0.2% hits; Plasmodium falciparum AMA1 (3D7) - RON2 peptide interaction; Potency, µM (highest dose often 58.2 µM), without a hit: top-dose activity change, negative = inhibition, usual class: inhibitors; AlphaScreen AMA1-biotinylated RON2 peptide binding;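 further: potency means the concentration at half of the fitted maximal effect; 0% = vehicle wells and -100% = peptide control; nearly all actives have a fitted effect of over 45% in size; some results filed as inactive show a strong effect at the top dose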
#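 AMA1 (3D7) with his tag at 25 nM final met compounds first, then biotinylated RON2 peptide at 25 nM; detection used donor plus acceptor beads, 10 µg/mL apiece, read by AlphaScreen after 30 min at room temperature.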
# AmpC detergent – qHTS Inhibitors of AmpC Beta-Lactamase (assay with detergent); P00811; AmpC hydrolysis of nitrocefin, absorbance 480 nm, 0.01% Triton; Potency, µM (highest dose often 114 µM), for the others: at the top dose activity change, negative = inhibition, actives largely listed as inhibitors; 370,000 compounds, 0.041% hits; AID 485294, 2010;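 further: potency means the concentration at half of the fitted maximal effect; 0% = no-compound wells and -100% = no-enzyme wells; nearly all actives have a fitted effect of over 25% in size; some results filed as inactive show a strong effect at the top dose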
#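 AmpC (5.3 nM in the dispensed reagent) in 20 mM phosphate pH 7.0 with 0.01% (detergent screen) or 0.0001% Triton X-100 was preincubated with compounds for 15 min at room temperature. Nitrocefin was then added from an 800 uM solution, and hydrolysis was followed at 480 nm.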
# HCMV antiviral – qHTS Assay for inhibitors of the human cytomegalovirus (HCMV) | HFF cells, HCMV-luciferase reporter, 72 h; active compounds read low | activity change, negative = inhibition, % at 57.5 µM | 410,000 compounds, 4.5% hits; in the data active means activity change below about -60%; inconclusive means no clear call, values can overlap the other calls; inactive means above about -39%
#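 Screen run at 2 compound doses on HFFs infected with reporter HCMV, MOI 1 PFU/cell. Luciferase activity from cell lysates at 72 h post infection gave inhibition relative to buffer-only and Salinomycin wells.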
# HCV inhibitor – qHTS Assay for Inhibitors of Hepatitis C Virus (HCV); Huh7.5.1 HCVcc-Cre infection, luciferase reporter, 44 h; Potency, µM (series often up to 41.8 µM), inactives show at the top dose activity change, negative = inhibition, most hits filed as inhibitors; 340,000 compounds, 3.4% hits; further: potency means the concentration at half of the fitted maximal effect
#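 Cells (1,000/well) were plated 4 h before compound, then infected with HCVcc-Cre virus (~0.5 moi). After 44 h further culture, infection was read as luciferase luminescence following a 15 min substrate incubation at room temperature.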
# Active calls of the source: *; u = inconclusive; x = no result given; & = joins results of further samples; [ ] = another dose, or the depositor's remark. Unless noted, the call rests on the fitted dose curve; in most records, active means well fitted curve in the direction sought with a large enough effect; inconclusive means small, poorly fitted or top-dose-only effect, or another doubt; inactive means no such curve, though single readings can be large; an effect the other way counts as inactive or inconclusive. Unless noted, on the % scale 0 is the no-effect control and ±100 the full control effect.
cpd	Structure	HCMV antiviral	AmpC no deterg	TbPYK inhibitor	AmpC detergent	LmPK inhibitor	HCV inhibitor	AMA1 RON2 block
1	CCN1CCN(C(=O)c2ccccc2Nc2ccc(SC(F)F)cc2)CC1	7	90%[activator]	-7%	4%	1%	u	-6%
2	CCCC1(CCC)NC(=O)N(CC(=O)c2cc(C)n(-c3ccc4c(c3)OCO4)c2C)C1=O	-22	0%	1%	7%	-1%	0%	8%
3	Cc1ccc(OC(=O)COc2ccccc2C)c(-n2nc3ccccc3n2)c1	-18	-19%	-8%	u	u	-15%	17%
4	CCC(C)n1c(=N)c(S(=O)(=O)c2ccccc2)cc2c(=O)n3ccccc3nc21 (stereo not drawn)	13	x	-2%	11%	x	x	x
5	CSc1ccc(CN(C)C(=O)C23CC4CC(CC(Cl)(C4)C2)C3)cc1	-12	-24%	0%	-2%	-6%	-23%	-14%
6	Cc1cc(CNC(=O)COc2ccc([N+](=O)[O-])cc2)c2ccccc2n1	-12	-18%	1%	6%	0%	u	-8%
7	CCOC(=O)C1=C(C)N(C[C@@H]2CC[C@@H](Cc3ccc(-c4ccccc4)cc3)O2)C(=O)NC1c1ccc([N+](=O)[O-])cc1 (stereo partly drawn)	-6	-14%	2%	x	x	11µM*	-24%
8	CCCCn1nnnc1C(c1ccnc2ccccc12)N1CCN(C/C=C/c2ccccc2)CC1 (stereo not drawn)	-15	x	1%	x	x	x	-14%
9	Cc1ccc(N2C(=O)C3CCCN3C2=S)cc1C (stereo not drawn)	7	-11%	16%	-10%	-7%	10%	-20%
10	COC(=O)c1[nH]c2ccccc2c1NC(=O)CCN1CCN(C2CCCCC2)CC1	x	-8%	x	u	-2%	x	x
11	O=C(O)C1CC(=O)N(Cc2cccnc2)C1 (stereo not drawn)	-3	-5%	6%	-10%	-3%	28%	2%
12	COc1cc(CNCCN2CCOCC2)ccc1OCC(=O)NC(C)(C)C	30	-5%	-2%	5%	1%	3%	4%
13	C=CC(C)(C)O[C@@H]1O[C@H](CO)[C@@H](O)[C@H](O)[C@H]1O	31	-3%	4%	6%	x	-3%	-3%
14	Cc1ccc(C(=O)NCC(=O)OCCCn2c(=O)[nH]c3ccccc32)cc1	2	-11%	-4%	-18%	x	18%	6%
15	O=C(Cn1ncn2cccc2c1=O)NCc1cccc(Br)c1	86	x	1%	-3%	x	x	x
16	O=C(COC(=O)Cc1ccc(F)cc1)NC1CCCCCC1	26	-1%	-4%	-9%	x	-6%	27%
17	CN(CC(=O)Nc1ccccc1Cl)C(=O)COC(=O)c1cnccn1	22	-9%	3%	0%	-3%	8%	12%
18	CSCCC(=O)NC1CCCN(CCc2ccccc2)C1 (stereo not drawn)	-19	-7%	1%	-10%	3%	15%	7%
19	O=C(CSc1nnc(COc2ccc(Cl)cc2)o1)N(c1ccccc1)C1CCS(=O)(=O)C1 (stereo not drawn)	u	x	-5%	x	x	x	-1%
20	CCCOc1ccc(OC(=O)c2ccc(Br)o2)cc1	-22	-29%	-14%	-7%	-7%	14%	77%[activator]
21	CN1CCc2c(sc3nc(SCC(=O)NCc4ccco4)n(-c4ccccc4)c(=O)c23)C1	-8	66%[activator]	-1%	-5%	-4%	u	-14%
22	CC[C@@H](C)[C@@H]1CN([C@@H](CN2CCC[C@H]2CN2C(N)=NC[C@H]2C(C)C)C(C)C)C(=N)N1CCc1ccc(Cl)c(Cl)c1	x	15%	4%	x	x	-2%	59%[activator]
23	Cc1ccccc1-c1nc(CN2CCC(C(=O)NC3CCN(Cc4ccccc4)CC3)CC2)c(C)o1	-27	x	4%	x	x	u	-12%
24	CC(C)Oc1ccccc1OCCCCn1cnc2ccccc2c1=O	-36	73%	3%	-5%	0%	18%	0%
25	CCOC(=O)N1CCN(S(=O)(=O)N2CCCC(C(=O)NCc3ccccc3Cl)C2)CC1 (stereo not drawn)	19	55%	-6%	-1%	2%	-6%	10%
26	COC(=O)c1ccc(SCC(=O)NC2CCCCC2)c([N+](=O)[O-])c1	-10	-7%	-1%	6%	3%	-12%	-15%
27	CC(=O)c1cc2c(cc1NC(=O)CSc1nc3ccccc3o1)OCO2	-16	-16%	-7%	-12%	4%	7%	8%
28	Cc1onc(-c2c(F)cccc2Cl)c1C(=O)OCC(=O)NC(c1ccccc1)c1ccccc1	10	-35%	0%	2%	-1%	-19%	-1%
29	CC(C)c1ccc(C2NC(=O)CCC2[N+](=O)[O-])cc1 (stereo not drawn)	-17	-2%	3%	4%	3%	-3%	-7%
30	C=CCN1C(=O)C(O)(CC(=O)c2ccc(OC)cc2OC)c2cc(Br)ccc21 (stereo not drawn)	-28	u	-13%	-2%	5%	-12%	1%

cpd	Structure	HCMV antiviral	AmpC no deterg	TbPYK inhibitor	AmpC detergent	LmPK inhibitor	HCV inhibitor	AMA1 RON2 block
31	Cn1c(NC(=O)COc2ccccc2)cc(=O)n(C)c1=O	-14	-7%	4%	5%	0%	-4%	-4%
32	CN(C)c1ccc(NC(=O)CN2C(=O)c3ccccc3Sc3ccc(C(=O)N4CCCC4)cc32)cc1	11	x	-10%	7%	x	x	x
33	COc1ccc(NC(=O)C2CCCN(S(=O)(=O)c3ccc(Cl)cc3)C2)cc1 (stereo not drawn)	u	x	-2%	6%	x	x	x
34	CCCC1(c2ccccc2)NC(=O)N(CC(=O)NCc2ccc(C)cc2)C1=O (stereo not drawn)	u	1%	0%	-2%	-1%	-20%	-2%
35	Cc1ccc(S(=O)(=O)n2c(=O)oc3ccccc32)cc1	16	13%	-5%	6%	0%	0%	2%
36	CC(=O)OCC(=O)[C@@]1(O)[C@H](C)C[C@H]2[C@@H]3CCC4=CC(=O)C=C[C@]4(C)[C@@]3(F)[C@@H](O)C[C@@]21C	83	6%	-6%	0%	6%	13%[8.37 µM]	7%
37	C=CCNc1nc2c3ccccc3n(C(C)=O)c2s1	39	-26%	-27%	-14%	-9%	-26%	26%
38	Cc1ccc(S(=O)(=O)Nc2ccccc2)cc1[N+](=O)[O-]	14	x	-2%	x	x	18%	-5%
39	Cc1ccccc1NC(=O)c1sc(Cl)nc1-c1ccccc1	-17	x	8%	-2%	3%	21%	13%
40	C/C(=N\NC(=O)c1cc2ccccc2cc1O)c1cc2ccccc2o1	0	16µM*	-1%	4%	6%	u	143%[activator]
41	C=C(C)C(=O)Nc1cccc(C2=NOC3(C2)C[C@H](C(N)=O)N(C(=O)c2ccccc2)C3)c1 (stereo partly drawn)	29	-5%	6%	0%	-1%	4%	2%
42	CC1=C(C(=O)Nc2ccc(Cl)cc2)C(CC(C)C)n2nc(SCc3ccccc3C)nc2N1 (stereo not drawn)	6	x	4%	3%	x	x	x
43	O=C1N(c2ccccc2)C2CS(=O)(=O)CC2N1c1ccc(Br)cc1 (stereo not drawn)	0	-29%	1%	-13%	2%	u	-6%
44	CN(CC(=O)NCCCc1ccccc1)S(=O)(=O)c1ccc(Br)cc1	-4	-1%	-6%	3%	0%	6%	-4%
45	Cc1nn(CC(=O)NC(=O)c2ccccc2)c(C)c1[N+](=O)[O-]	0	-26%	0%	u	x	14%	0%
46	Cc1ccc(-c2nc3scc(CCNC(=O)Cc4ccc(Cl)cc4)n3n2)cc1	-21	x	1%	4%	x	x	x
47	CCOC(=O)C(NC(=O)c1ccccc1Cl)(Nc1ccc(C(F)(F)F)cc1)C(F)(F)F (stereo not drawn)	21	-19%	4%	-2%	3%	10%	13%
48	CCC1CCCCN1CCCNC(=O)c1cn(C)c2ccc(S(=O)(=O)N3CCOCC3)cc2c1=O (stereo not drawn)	-30	19%	-2%	-4%	3%	21%	-6%
49	O=C(COc1ccccc1)NCC(=O)N/N=C/c1ccc(Br)cc1	-21	-6%	-1%	12%	-11%	x	-15%
50	O=C(CNC(=O)COc1ccccc1)NCCc1ccccn1	31	-20%	3%	3%	2%	19%	3%
51	Cc1ccsc1-c1n[nH]c(=S)n1CC(C)C	-15	-30%	u	2%	14µM*	33%[activator]	43%[activator]
52	O=C(O)CCCc1ccccc1	-2	-4%	-2%&3%	0%	-2%	2%[8.37 µM]	-10%
53	O=C(Nc1ccc(F)c(Cl)c1)c1cc(C2CCCN(C(=O)c3cccs3)C2)on1 (stereo not drawn)	8	x	-5%	x	x	x	-7%
54	CC(Sc1nnc(-c2cccs2)n1Cc1ccccc1)C(=O)NCc1ccc2c(c1)OCO2 (stereo not drawn)	2	-9%	-8%	-11%	18%	-4%	-12%
55	CCOC(=O)c1c(OCCO)noc1N	-26	-42%	-2%	-9%	2%	4%	-6%
56	Cc1ccnc(NC(=O)c2cc([N+](=O)[O-])cc([N+](=O)[O-])c2)c1	-22	-2%	1%	u	-6%	-24%	0%
57	CCCNC(=O)Nc1ccc2c(c1)N(C)C(=O)c1ccccc1S2	-25	-22%	4%	-8%	-2%	4%	-6%
58	COC(=O)c1ccc(NCCC(=O)O)cc1	u	-37%	-4%	3%	-3%	31%[activator]	2%
59	O=C1CCCN1c1ccc(S(=O)(=O)NCCc2ccc(Cl)cc2)cc1	0	-7%	9%	4%	4%	0%	1%
60	CCOc1ccc(C(=O)NCC(=O)NC(C)c2ccc(-n3ccnc3)cc2)cc1OCC (stereo not drawn)	-2	7%	-1%	-2%	-5%	u	12%

# Random excerpt: 2 entries already listed.
cpd	Structure	HCMV antiviral	AmpC no deterg	TbPYK inhibitor	AmpC detergent	LmPK inhibitor	HCV inhibitor	AMA1 RON2 block
17	CN(CC(=O)Nc1ccccc1Cl)C(=O)COC(=O)c1cnccn1	22	-9%	3%	0%	-3%	8%	12%
40	C/C(=N\NC(=O)c1cc2ccccc2cc1O)c1cc2ccccc2o1	0	16µM*	-1%	4%	6%	u	143%[activator]

# The list goes on.
cpd	Structure	HCMV antiviral	AmpC no deterg	TbPYK inhibitor	AmpC detergent	LmPK inhibitor	HCV inhibitor	AMA1 RON2 block
61	COc1ccc(CC(=O)OCC(=O)Nc2cc(S(=O)(=O)N3CCOCC3)ccc2N2CCCC2)cc1	-12	103%[activator]	0%	-1%	3%	11%	-2%
62	CCN1CCN(Cc2coc3ccc(C)cc3c2=O)CC1	36	-39%	0%	-11%	2%	-15%	10%
63	O=C(CN1CCN(CC(=O)Nc2ccc3c(c2)OC2(CCCCC2)O3)CC1)Nc1cccc(F)c1	133	x	1%	x	x	u	-6%[11.6 µM]
64	O=Cc1ccc2cccnc2n1	60	-31%	1%	-5%	9%	-4%	31%[activator]

# High-throughput results deposited in PubChem BioAssay by National Center for Advancing Translational Sciences (NCATS).
